EBV gp42 inh = Epstein-Barr virus gp42 inhibitors, primary screen, biochemical, uHTS, fluorescence polarization. inhibition, % (tested at 21.74 µM). AID 1085, 2008. Fluorescence polarization binding assay, mP read-out. 220,000 compounds, 0.42% hits; in the data active means inhibition above about 50%
Target sequence (Q1HVG2 whole entry, looked up): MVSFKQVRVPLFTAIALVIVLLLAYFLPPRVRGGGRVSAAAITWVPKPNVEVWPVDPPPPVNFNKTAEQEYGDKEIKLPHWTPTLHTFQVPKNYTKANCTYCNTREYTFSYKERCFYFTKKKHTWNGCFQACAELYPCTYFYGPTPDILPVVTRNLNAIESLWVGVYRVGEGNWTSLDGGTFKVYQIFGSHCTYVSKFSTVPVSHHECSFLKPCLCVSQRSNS
PPC-1+TRAIL kill = compounds killing PPC-1 cancer cells with TRAIL present, primary screen, TRAIL potentiator project, ATPLite luminescence, uHTS. PPC-1 cells + TRAIL, ATPLite viability luminescence. cell killing (% activity), % at 4 µM. 220,000 compounds, 0.41% hits. AID 1443, 2008;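 active means cell killing above 50% in the first pass at 4 µM, then a duplicate retest at 5 µM averaging 50% or more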;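 further: plate controls were cells with TRAIL plus DMSO for no effect and medium-only wells lacking cells for full effect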
thrombin 1536 = human alpha-thrombin inhibitors, primary screen, counter-screen for coagulation protease inhibitor project, biochemical, 1536-well, fluorogenic AMC substrate; 220,000 compounds, 0.26% hits; AID 1046, 2008; Prothrombin (Homo sapiens), P00734; Boc-VPR-AMC fluorogenic substrate cleavage; inhibition, % at 5 µM;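 active means inhibition at or above 40%; inactive means inhibition below 40%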;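 further: 0% = enzyme with no compound and 100% = wells without enzyme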
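System: Human alpha-thrombin protein | Medium: pH 7.5 Tris (50 mM) with NaCl 150 mM, Tween 20 0.05% | Times: Enzyme reaction carried out at room temperature | Detection: AMC fluorescence, 355/460 nm | Evaluation: Percent inhibition scaled between no-compound controls and no-enzyme blanks | Benchmarks: Enzyme without compound as high, wells lacking enzyme as low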
Calpain2 inh = inhibitors of pig calpain II, primary screen, biochemical, fluorogenic peptide substrate, 1536-well. 220,000 compounds, 0.37% hits. purified calpain II, 30 min. inhibition, % at 16 µM;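 active means inhibition above about 50%, limit read from the data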
TbHK1 inh = Trypanosoma brucei hexokinase 1 inhibitors, primary screen, biochemical, G6PDH-coupled NADH absorbance, MLSCN library | hexokinase 1 [Trypanosoma brucei] | recombinant TbHK1, G6PDH-coupled NADH A340 | inhibition, % at 10 µM | 220,000 compounds, 0.11% hits | AID 1430, 2008;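 active means inhibition of 50% or more in the single-dose primary screen; inactive means inhibition below 50%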
Furin inh = human furin inhibitors, primary screen, biochemical, fluorescence intensity; purified furin, fluorogenic substrate cleavage; inhibition, % at 30 µM; 220,000 compounds, 0.061% hits; AID 463115, 2010; in the data active means inhibition above about 25%; further: inactives centre near -15
TRPML3 agonist = human TRPML3 channel agonists, primary screen, cell-based, HEK293 TRPML3-YFP, Fluo-8 calcium fluorescence, 3 µM; Mucolipin-3 (Homo sapiens), Q8TDD5; 100% = the carbachol control signal; activation, % at 3 µM; 220,000 compounds, 0.29% hits; AID 1448, 2008;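 active means activation above its plate's cutoff, the mean activation of the plate's test wells plus 3 SD, cut at about 12% in these data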;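 further: 0% = DMSO only wells and 100% = carbachol wells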
Target sequence (Q8TDD5 whole entry, looked up): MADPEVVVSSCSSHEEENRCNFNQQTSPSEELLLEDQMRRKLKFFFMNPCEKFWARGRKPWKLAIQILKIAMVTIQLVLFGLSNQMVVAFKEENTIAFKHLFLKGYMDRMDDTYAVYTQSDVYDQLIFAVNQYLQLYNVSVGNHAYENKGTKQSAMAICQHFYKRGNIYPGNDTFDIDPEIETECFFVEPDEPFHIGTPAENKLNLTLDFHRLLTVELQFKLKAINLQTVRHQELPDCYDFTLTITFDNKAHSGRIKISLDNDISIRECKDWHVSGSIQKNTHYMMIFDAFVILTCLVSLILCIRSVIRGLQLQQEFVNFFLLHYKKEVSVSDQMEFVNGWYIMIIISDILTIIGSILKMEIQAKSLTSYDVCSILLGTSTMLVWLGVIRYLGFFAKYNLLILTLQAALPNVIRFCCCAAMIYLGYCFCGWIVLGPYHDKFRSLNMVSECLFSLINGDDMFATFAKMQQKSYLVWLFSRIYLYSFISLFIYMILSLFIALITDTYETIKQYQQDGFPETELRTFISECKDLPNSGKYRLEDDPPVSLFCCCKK
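system = HEK293 cells stably carrying human TRPML3-YFP | doses = one concentration, 3 µM nominal, 0.3% DMSO | timing = dye loading 1 h 37 °C then 30 min ambient, 125 s read | detection = Fluo-8 calcium dye fluorescence, ex 470-495, em 515-575 nm | benchmarks = high control carbachol 87 µM, low control DMSO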
zfTRPN1 agonist = zebrafish TRPN1 channel agonists, primary screen, cell-based, HEK293, calcium fluorescence; transient receptor potential cation channel N1 (TRPN1/NompC), Danio rerio; HEK293 zebrafish TRPN1-YFP, Fluo-8 calcium fluorescence; 100% = response to 87 µM carbachol; activation, % at 3 µM; 220,000 compounds, 0.18% hits; AID 1424, 2008;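 active means activation above its plate's cutoff, the mean activation of test wells on that plate plus 3 SD, cut at about 19% in these data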;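 further: 0% = DMSO alone and 100% = 87 µM carbachol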
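Assay system: Zebrafish TRPN1-YFP in HEK293 cells | Incubation: Dye loading 1 h at 37 °C, then 30 min room temperature | Measured by: Kinetic Fluo-8 fluorescence, ex 470-495, em 515-575 nm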
KCC2 mod = KCC2 cotransporter modulators, thallium flux, primary screen, cell-based, HEK293 KCC2, FluoZin-2 fluorescence, MLSMR. Solute carrier family 12 member 5 (Homo sapiens), Q9H2X9. KCC2 cells, thallium flux FluoZin-2 fluorescence. B-score of Tl+ flux slope (higher = more flux/activation; lower = inhibition) at 10 µM. 190,000 compounds, 2.2% hits. AID 1456, 2008;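 active means thallium flux slope and its plate-corrected score both differing from the plate sample mean at a set confidence after two filtering rounds, in either direction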;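 further: slope of fluorescence scaled to starting intensity during 10 to 20 s after thallium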
* marks the source's active call; other numbers are inactive results; · = not tested or not shown; [ ] = remark or other dose.

SMILES	EBV gp42 inh	PPC-1+TRAIL kill	thrombin 1536	Calpain2 inh	TbHK1 inh	Furin inh	TRPML3 agonist	zfTRPN1 agonist	KCC2 mod
O=C(COC(=O)C1CC2C=CC1C2)Nc1ccccc1F (stereo not drawn)	-14	25	3	-8	4	-22	0.7	-2.2	0.71
S=C(NCc1cccnc1)Nc1cccc2ccccc12	-24	-6	-7	-5	30	-12	0.6	-2.3	-0.68
O=C(c1cccs1)N(CC1CCCO1)c1nc(-c2ccccc2)cs1 (stereo not drawn)	-7	7	2	15	4	-8	-0.3	1.0	-2.9
Cc1nc(SCC(=O)O)c(C#N)c2c1CCCC2	-13	-10	2	-2	15	-14	1.2	1.1	-1.9
COc1cccc(Nc2nc(N)c([N+](=O)[O-])c(NCc3ccccc3)n2)c1	8	4	0	28	-11	-2	-0.5	-3.0	1.2
O=C(O)c1ccc(NC(CSCc2ccc(F)cc2)C(=O)O)c([N+](=O)[O-])c1 (stereo not drawn)	-14	-18	-7	-8	0	-18[20 µM]	1.5	-0.7	0.33
Cc1cc(C)c(S(=O)(=O)Nc2ccccc2C(=O)OCC(=O)NCc2ccccc2)c(C)c1	-2	13	-2	-191	1	-20	-0.9	-0.6	0.5
CC1Cc2nc(SCC(=O)Nc3ccc(F)cc3)n(C)c(=O)c2S1 (stereo not drawn)	0	-4	1	-1	-10	-10	-0.7	1.9	-2.5
CCCCOC(=O)Cc1c(O)c2ccccc2[nH]c1=O	-14	10	-3	-25	-1	-6	0.8	0.9	·
CCC(CC)COC(=O)C(C#N)c1nc2ccccc2nc1N1CCN(CC)CC1 (stereo not drawn)	-3	6	-5	-108	0	-2	0.6	0.2	·
Cc1ccccc1NC(=O)OCCN1CCN(Cc2ccccc2)CCC1=O	-3	3	1	10	-1	-13	0.9	1.1	-0.45
O=C(CN(Cc1ccco1)C(=O)CNS(=O)(=O)c1ccc(F)cc1)NCCc1ccccc1	-18	7	-3	13	-4	-22	0.1	-1.0	-1.9
Cc1ccc(Cl)cc1NC(=O)C1CCCCC1C(=O)O (stereo not drawn)	0	14	-2	-23	-8	-18	0.5	-0.4	-0.45
COc1ccc(C(NC(C)=O)c2ccc3cccnc3c2O)c(OC)c1 (stereo not drawn)	-22	25	3	18	·	·	·	·	·
Cc1ccc(OCC(=O)Nc2ccc(N3CCN(S(C)(=O)=O)CC3)cc2)cc1	-8	10	-5	-34	-7	-9	0.1	0.9	0.32
CCN(CC)CCNC(=O)c1ccc(CS(=O)(=O)c2ccc(Br)cc2)o1	-10	·	-1	0	-1	-14	1.0	0.3	-0.48
O=C(O)c1cccc(S(=O)(=O)Nc2ccccc2Cl)c1	-5	18	4	23	7	-25[20 µM]	0.8	0.7	-0.15
O=C1CCC(c2ccccc2)=NN1Cc1c(F)cccc1Cl	-2	-4	5	1	-1	-16	-0.1	-1.0	-0.011
COC(=O)c1ccc(S(=O)(=O)NCc2ccco2)o1	-8	-13	-4	-17	-8	-1	0.0	2.5	0.95
Cc1occc1C(=O)O/N=C(\N)c1ccc(Cl)cc1	-11	24	3	10	-2	3	0.0	4.8	0.23

Part of the list above, set out differently:
compound | EBV gp42 inh | PPC-1+TRAIL kill | thrombin 1536 | Calpain2 inh | TbHK1 inh | Furin inh | TRPML3 agonist | zfTRPN1 agonist | KCC2 mod
CCCCOC(=O)Cc1c(O)c2ccccc2[nH]c1=O | -14 | 10 | -3 | -25 | -1 | -6 | 0.8 | 0.9 | ·
CCC(CC)COC(=O)C(C#N)c1nc2ccccc2nc1N1CCN(CC)CC1 (stereo not drawn) | -3 | 6 | -5 | -108 | 0 | -2 | 0.6 | 0.2 | ·

Next part.
SMILES	EBV gp42 inh	PPC-1+TRAIL kill	thrombin 1536	Calpain2 inh	TbHK1 inh	Furin inh	TRPML3 agonist	zfTRPN1 agonist	KCC2 mod
O=C(O)c1nn(CC(=O)N2CCCCCC2)c(=O)c2ccccc12	-6	22	-24	-12	-7	-26	0.8	0.5	0.69
CSc1nc(C)cc(Oc2ccccc2)n1	5	6	-3	-4	-2	-20	0.0	-2.0	-1.1
CN(c1cccc(Cl)c1)S(=O)(=O)c1cccc(C(=O)NC2=NCCS2)c1	-9	-4	0	23	3	7[20 µM]	0.6	0.1	0.0012
CC1CCC(C(C)C)C(OC(=O)CSc2nnc(N)s2)C1 (stereo not drawn)	-4	3	2	5	4	-17[20 µM]	-1.2	-1.9	-1.1
CCOC(=O)NNc1ccc(C(F)(F)F)cn1	-9	-22	-1	-14	-1	-5	-0.4	-0.1	0.021
Oc1c(C2=NCCNC(C(F)(F)F)=C2)ccc2ccccc12	-9	26	-3	7	-16	-5	0.2	-0.1	-0.55
CCCP(=O)(CC(=O)O)c1ccccc1 (stereo not drawn)	-21	6	4	-11	-6	-25	0.3	0.1	0.08
CCOC(=O)Cc1cc(-c2ccc(OC)cc2)nc2ccc3ccccc3c12	-2	11	-4	-17	16	-17	0.2	1.4	0.99
Cc1ccc(S(=O)(=O)/C(C#N)=C/c2c(N3CCOCC3)nc3ccccn3c2=O)cc1	-14	-21	-2	-11	-7	4[20 µM]	0.3	0.8	-1.9
COC(=O)CCC(=O)COc1ccccc1C#N	-17	13	1	-13	-4	-24	1.1	-0.8	-0.4
O=c1c2[nH]c3ccccc3c2ncn1Cc1cccnc1	-6	-2	0	-56	0	-11	0.5	1.4	·
Cc1cc(C)c2cc(C(=O)N(C)C3CCN(C)CC3)[nH]c2c1	-16	-1	-4	-7	-1	-10	1.0	1.7	-0.54
Cc1cccc(NC(=O)Cn2nnc3ccccc32)c1	-9	·	4	29	-2	-16	0.9	-0.6	1.8
COc1ccc(Cl)cc1C(=O)NNC(=O)c1cccc(S(=O)(=O)N(C)C)c1	-21	1	-3	14	-18	-11	0.9	2.0	0.57
NC(=S)n1[nH]c(-c2ccc([N+](=O)[O-])cc2)c(N=Nc2cccc(Cl)c2)c1=O	100*	21	-13	-170	-6	-10	2.0	1.7	5.8*
CCOC(=O)CSc1nc(C)c(C(C)=O)cc1C#N	1	2	-5	9	-3	-26[20 µM]	0.5	-0.6	0.11
Cc1[nH]c2ccccc2c1/C=N/NC(=O)CNC(=O)COc1ccccc1	3	·	2	-7	-17	-32	0.2	1.7	-0.6
C=CCNc1ncnc2c1cnn2-c1ccc(C)cc1C	-4	14	-3	7	-6	-24	0.1	1.4	-0.66
Cc1onc(-c2ccccc2Cl)c1C(=O)Nc1ccc(OCC(=O)N2CCOCC2)cc1	-10	4	-1	15	-2	-14[20 µM]	0.3	1.1	0.36
CCOCCCNC(=O)c1c[nH]c2ccc(S(=O)(=O)Nc3cccc(OC)c3)cc2c1=O	-10	20	-3	-34	-9	-10[20 µM]	0.1	0.7	0.82

By substructure: the entries above containing a nitro group on carbon
SMILES	EBV gp42 inh	PPC-1+TRAIL kill	thrombin 1536	Calpain2 inh	TbHK1 inh	Furin inh	TRPML3 agonist	zfTRPN1 agonist	KCC2 mod
COc1cccc(Nc2nc(N)c([N+](=O)[O-])c(NCc3ccccc3)n2)c1	8	4	0	28	-11	-2	-0.5	-3.0	1.2
O=C(O)c1ccc(NC(CSCc2ccc(F)cc2)C(=O)O)c([N+](=O)[O-])c1 (stereo not drawn)	-14	-18	-7	-8	0	-18[20 µM]	1.5	-0.7	0.33
NC(=S)n1[nH]c(-c2ccc([N+](=O)[O-])cc2)c(N=Nc2cccc(Cl)c2)c1=O	100*	21	-13	-170	-6	-10	2.0	1.7	5.8*

Reprinted at random: 3 records from the list.
SMILES	EBV gp42 inh	PPC-1+TRAIL kill	thrombin 1536	Calpain2 inh	TbHK1 inh	Furin inh	TRPML3 agonist	zfTRPN1 agonist	KCC2 mod
NC(=S)n1[nH]c(-c2ccc([N+](=O)[O-])cc2)c(N=Nc2cccc(Cl)c2)c1=O	100*	21	-13	-170	-6	-10	2.0	1.7	5.8*
Cc1onc(-c2ccccc2Cl)c1C(=O)Nc1ccc(OCC(=O)N2CCOCC2)cc1	-10	4	-1	15	-2	-14[20 µM]	0.3	1.1	0.36
CCOC(=O)Cc1cc(-c2ccc(OC)cc2)nc2ccc3ccccc3c12	-2	11	-4	-17	16	-17	0.2	1.4	0.99

Following part.
SMILES	EBV gp42 inh	PPC-1+TRAIL kill	thrombin 1536	Calpain2 inh	TbHK1 inh	Furin inh	TRPML3 agonist	zfTRPN1 agonist	KCC2 mod
O=C(N/N=C/c1ccccn1)C(O)c1ccccc1 (stereo not drawn)	-5	-4	-2	-17	-4	-27	0.3	1.2	0.63
CCCc1c(O)c2ccccc2[nH]c1=O	-2	7	4	-45	3	-11[20 µM]	1.0	0.5	-0.27
CCSC1=C(C#N)C2(CCCC2)C(C#N)=C(N)N1	-19	0	4	-70	-9	-7	-0.1	1.9	0.6
CCOc1ccc(C2CC(c3ccc(Br)cc3)Nc3nc(N)nn32)cc1 (stereo not drawn)	·	·	·	·	-9	-20[20 µM]	0.3	-1.0	0.22
Cc1ccccc1/C=C/c1nc2ccccc2c(=O)n1CCc1ccccc1	-8	-3	-13	-41	2	-11	-0.5	0.6	-0.88
Cn1c2ccccc2n2c(=O)c(=O)n(CC(=O)N3CCCc4ccccc43)nc12	-13	·	6	-25	4	-8	0.0	1.8	·
CN(C(=O)CSc1nc(N)c2c3c(sc2n1)CSC(C)(C)C3)c1ccccc1	-20	-8	-5	-60	-13	-8	-0.6	-1.2	-0.29
CC(N=Cc1c(O)c2ccccc2oc1=O)C(=O)O (stereo not drawn)	-4	33	-1	22	-9	-9	0.8	1.4	-0.15
CC(C)c1ccc(NCCC(=O)c2ccc(Br)cc2)cc1	-21	-4	-8	3	-18	-10	0.7	-0.4	-0.37
O=c1c2c(nc3c(-c4cccc5ccccc45)c[nH]n13)CCC2	11	-4	1	-243	-4	-12[20 µM]	-1.2	-0.4	-1

This is a random part of the collection; overall some 3.6% were active at least once.
